Screening results as filed in PubChem.
Giardia killer: Giardia lamblia killing | Giardia lamblia trophozoite viability | activity change, % at 7.66 µM, hits read low | hit rate 0.15% among 340,000 | AID 540267; in the data active = activity change below about -80%; inconclusive = between about -30% and that limit;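 note: parasites exposed to compound for two days anaerobically before the ATP read; % is set by controls: 0 for no effect and ±100 for the full control effect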
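Anaerobic 48 hrs incubation at 37 deg C of 100 trophozoites/well with test compounds; ATPLite 1-Step luminescence, 15-30 min RT, reports cellular ATP as viability.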
uPA surface inh: blocks generation of uPA at the cell surface. hit rate 0.31% among 330,000. Potency, µM (top dose mostly 38.3 µM), for inactives: top-dose activity change, negative = inhibition, most hits filed as inhibitors. cell surface uPA generation assay, qHTS; active = well fitted inhibition curve with a large enough effect; inconclusive = small, poorly fitted or top-dose-only effect; inactive = no such curve, though single readings can be large or run the other way; tested in mouse RAW 264.7 cells; note: potency is the fitted concentration of half-maximal effect; % is set by controls: 0 for no effect and ±100 for the full control effect; nearly all actives have a fitted effect of over 55% in size
Coupling enz: inhibits coupling enzyme system, counter-screen for aldolase hits. activity change, negative = inhibition, % at 58.2 µM, hits read low. coupling enzyme system counterscreen, AmpLite Red fluorescence. hit rate 0.67% among 290,000; in the data active = activity change below about -30%; note: % is set by controls: 0 for no effect and ±100 for the full control effect
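Compounds tested against the coupling enzymes alone at 57.5 uM final; readout was AmpLite Red fluorescence (525/598 nm) after 20 min at RT.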
Tb PFK inh: T. brucei PFK enzyme inhibition. O15648. T. brucei PFK, ADP-Glo luminescence. Potency, µM (series often up to 57.5 µM), inactives show at the top dose activity, negative = inhibition, hits mostly inhibitors. hit rate 0.17% among 330,000. AID 485367;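 note: potency is the fitted concentration of half-maximal effect; 0% = uninhibited 1x PFK enzyme wells and -100% = no-enzyme wells; nearly all actives have a fitted effect of over 60% in size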
Target sequence (O15648 whole entry, looked up): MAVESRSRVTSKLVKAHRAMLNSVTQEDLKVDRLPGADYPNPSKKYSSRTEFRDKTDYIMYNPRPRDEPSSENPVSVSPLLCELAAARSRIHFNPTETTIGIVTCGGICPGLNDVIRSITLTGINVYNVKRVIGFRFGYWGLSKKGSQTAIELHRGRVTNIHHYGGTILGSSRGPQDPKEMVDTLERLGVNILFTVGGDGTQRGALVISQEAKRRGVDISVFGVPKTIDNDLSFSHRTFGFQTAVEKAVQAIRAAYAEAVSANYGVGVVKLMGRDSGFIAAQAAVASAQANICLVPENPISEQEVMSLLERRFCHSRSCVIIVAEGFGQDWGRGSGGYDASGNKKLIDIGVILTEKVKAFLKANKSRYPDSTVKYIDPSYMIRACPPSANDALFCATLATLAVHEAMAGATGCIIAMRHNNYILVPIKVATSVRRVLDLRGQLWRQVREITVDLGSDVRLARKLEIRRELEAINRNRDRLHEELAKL
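ADP-Glo luminescence quantified ADP after 45 min at room temperature, with 1.25 nM T. brucei PFK, 0.1 mM ATP and 0.5 mM fructose-6-phosphate in pH 8.0 TEA buffer. qHTS titrations up to 57 µM; curves classified by quality.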
KCNH2 3.1 block: blocks the human KCNH2 3.1 channel isoform; activity change, % (tested at about 1.8 µM); hit rate 0.95% among 340,000; U2OS KCNH2 3.1, thallium flux FluxOr; active compounds read low;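 active = maximum activity change below -70%; inconclusive = maximum activity change from -70% to -50%; inactive = maximum activity change above -50%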;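 note: thallium influx rate constant from kinetic fluorescence after stimulation buffer; % is set by controls: 0 for no effect and ±100 for the full control effect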
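Kinetic fluorescence (2 min after stimulation buffer) measures Tl+ influx through KCNH2 3.1 expressed by viral transduction in U2OS cells; the rate constant is normalized against DMSO controls serving as positive and negative references.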
FLuc modulator: firefly luciferase modulation, counter-screen for miR-21 project; P08659; purified FLuc, Km substrates, luminescence inhibition; Potency, µM (series often up to 57.5 µM), for inactives: at the top dose activity change, negative = inhibition, most hits filed as inhibitors; hit rate 6.9% among 360,000;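 note: potency is the fitted concentration of half-maximal effect; plate controls were vehicle for no effect and reference inhibitor for full effect; nearly all actives have a fitted effect of over 55% in size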
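Biochemical qHTS of compounds, final roughly 60 µM downward over six points, against 10 nM purified firefly luciferase using Km concentrations of substrates (10 uM D-luciferin, 10 uM ATP) in Tris acetate pH 7.5 buffer; luminescence output.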
RORgamma inh: ROR gamma (mouse) transcription inhibition; Drosophila S2 Gal4-RORgamma UAS-luciferase reporter, 20 h; AID 2551; Potency, µM (highest dose often 53.6 µM), for the others: top-dose activity change, negative = inhibition, hits mostly inhibitors; hit rate 5.4% among 310,000; P51450; note: potency is the fitted concentration of half-maximal effect; % is set by controls: 0 for no effect and ±100 for the full control effect; nearly all actives have a fitted effect of over 60% in size
Target sequence (P51450 whole entry, looked up, the tested form may be a part): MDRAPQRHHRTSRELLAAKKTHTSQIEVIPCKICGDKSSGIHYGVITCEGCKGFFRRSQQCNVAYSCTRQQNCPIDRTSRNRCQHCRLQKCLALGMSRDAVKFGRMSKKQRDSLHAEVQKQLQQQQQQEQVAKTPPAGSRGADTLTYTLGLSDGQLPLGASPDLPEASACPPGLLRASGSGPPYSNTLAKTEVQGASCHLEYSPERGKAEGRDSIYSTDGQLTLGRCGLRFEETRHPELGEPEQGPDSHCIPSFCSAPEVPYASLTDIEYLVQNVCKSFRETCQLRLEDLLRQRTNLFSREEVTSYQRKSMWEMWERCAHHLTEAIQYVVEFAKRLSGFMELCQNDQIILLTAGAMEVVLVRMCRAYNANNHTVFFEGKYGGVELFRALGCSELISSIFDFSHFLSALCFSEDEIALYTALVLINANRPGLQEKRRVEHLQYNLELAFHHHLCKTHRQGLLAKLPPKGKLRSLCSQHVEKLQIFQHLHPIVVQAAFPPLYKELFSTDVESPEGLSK
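Stably transfected Drosophila Schneider cells are the test system, with ROR gamma fused to Gal4 and luciferase under UAS control; luminescence is read after 20 hr of 700 uM copper sulfate induction at ambient temperature.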
ELG1 genotoxic: genotoxicity induction in ELG1-luciferase HEK293T cells. HEK293T ELG1-luciferase reporter, luminescence, 16 h. Potency, µM (titrated, usually from 46 µM), for the others: top-dose activity change, positive = activation, hits mostly activators. hit rate 1.3% among 330,000; note: potency is the fitted concentration of half-maximal effect; % of control where 0% means no effect; nearly all actives have a fitted effect of over 60% in size
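After overnight (16 hr) compound treatment at 37 °C, ELG1-luciferase HEK293T cells were lysed with ONE-Glo; luminescence quantified 30 min later at room temperature.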
VP16 counter: inhibits Gal4-VP16 luciferase reporter, ROR gamma counter-screen; hit rate 3.5% among 310,000; Potency, µM (highest dose often 53.6 µM), without a hit: at the top dose activity, negative = inhibition, usual class: inhibitors; Drosophila S2 Gal4-VP16 UAS-luciferase, luminescence, 20 h;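 note: Gal4-VP16 expression switched on by copper sulfate through the metallothionein promoter; potency is the fitted concentration of half-maximal effect; % is set by controls: 0 for no effect and ±100 for the full control effect; nearly all actives have a fitted effect of over 50% in size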
NPC1 promoter act: NPC1 promoter activation; AID 485313; hit rate 2.4% among 320,000; Potency, µM (doses to about 9.22 µM), without a hit: top-dose activation, actives largely listed as activators; Huh7 NPC1 promoter luciferase reporter, 24 h;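 note: potency is the fitted concentration of half-maximal effect; % of control where 0% means no effect; nearly all actives have a fitted effect of over 60% in size; reporter is driven by a mutant NPC1 promoter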
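Huh7 reporter cells (NPC1 promoter driving luciferase) are dosed with compound for 24 h at 37 °C, 5% CO2; luciferase detection reagent is then added and luminescence measured after 10 min at ambient temperature.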
Rab9 prom act: Rab9 promoter activation. hit rate 2.8% among 320,000. Huh7 Rab9 promoter-luciferase reporter, luminescence, 24 h. Potency, µM (titrated, usually from 9.22 µM), for inactives: at the highest dose activation, negative = inhibition, usual class: activators; note: potency is the fitted concentration of half-maximal effect; % of control where 0% means no effect; nearly all actives have a fitted effect of over 60% in size
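Luciferase signal after 10 min detection reagent at ambient indicates Rab9 promoter upregulation; stably transfected Huh7 cells were treated 24 h with compound in DMSO at 37 °C, 5% CO2.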
Numbers without * were called inactive; ? = inconclusive; nt = not tested or not shown; & = joins results of further samples; [ ] = remark or other dose. Unless noted, calls come from the whole dose curve; as a rule, active = well fitted curve in the direction sought with a large enough effect; inconclusive = small, poorly fitted or top-dose-only effect, or another doubt; inactive = no such curve, though single readings can be large; an effect the other way counts as inactive or inconclusive.

mol	Giardia killer	uPA surface inh	Coupling enz	Tb PFK inh	KCNH2 3.1 block	FLuc modulator	RORgamma inh	ELG1 genotoxic	VP16 counter	NPC1 promoter act	Rab9 prom act
COc1ccc(-c2[nH]ncc2CN(C)Cc2cccnc2)c(F)c1	-8	3%	-1	-10%	nt	-2%	?	-3%	10%	-2%	0%
O=C(Cn1ccc(C(F)(F)F)n1)N=Nc1c(O)[nH]c2ccc(Br)cc12	-8	9%	-1	-7%	-4	-2%	13%	-1%	-4%	1%	-4%
Cc1ccccc1Cn1cnc2ccccc2c1=O	2	-4%	0	-4%	2	4%	-13%	0%	5%	1%	-3%
CCO[C@@H]1OC(C(=O)O)=C[C@H](c2ccc(Br)cc2)[C@H]1CCCO	-4	-2%	1	-1%	26	-1%	-11%	0%	-7%	-1%	-5%
CCN(CC)S(=O)(=O)c1cc(NC(=O)C2Cc3ccccc3C(=O)O2)ccc1C (stereo not given)	47[activator]	-2%	1	1%	1	17µM*	33%	0%	-2%	?	?
O=CN1CCCN(Cc2nc(Cc3ccccc3F)no2)CC1	10	-5%	2	-5%	0	8%	18%	-3%	4%	-6%	-3%
COc1cccc2sc3ccc(C#Cc4ccc(N)cc4)cc3c(=O)c12	-22	-12%	-1	2%	-9	4.8µM*	22%	?	3%	3.5µM*	2.5µM*
C/C(=N/NC(=O)CNC(=O)COc1cccc(C)c1)c1ccc(Cl)cc1	18	-3%	nt	2%	22	1%	-10%	0%	-6%	-12%	-5%
O=C(N/N=C\c1ccc(Br)cc1)c1ccc(Cn2cccn2)o1	-9	-1%	-2	-4%	-21	12µM*	5%	6%	-15%	17%	15%
COc1ccc(/C=C/C(=O)NC(=S)Nc2ccc(S(=O)(=O)Nc3cc(OC)ncn3)cc2)cc1	-2	0%	0	-1%	-3	15µM*	41%	1%	3%	-1%	5%
Cc1ccc(CN2C(=O)N/C(=C/c3cc(C)n(-c4ccccn4)c3C)C2=O)cc1	7	10%	-4	3%	5	?	?	-1%	?	23%	?
CC(C)(C)OC(=O)NNC(=O)c1cccs1	7	-8%	2	0%	14	-4%	-6%	3%	-6%	-1%	-3%
Cc1ccc(NC(=O)Cn2c(CCC(=O)O)ccc2-c2cccs2)cc1	5	19%	4	4%	0	-18%&-1%	0%	-4%	13%	1%	-2%
CCOC(=O)C1(Cc2cccc(OC)c2)CCCN(C(=O)CCSC)C1 (stereo not given)	5	2%	-2	1%	13	?	?	12%	-1%	22%	29%
CCC1CCCCN1C(=S)NC(=O)c1cc(Br)ccc1Cl (stereo not given)	-6	9%	nt	-13%	1	0%	nt	-6%	nt	-1%	-5%
O=C1c2cc([N+](=O)[O-])cc3cc([N+](=O)[O-])cc(c23)C(=O)N1c1ccccn1	?	-5%	-13	-2%	10	-2%	?	-3%	-101%	-7%	1%
CCOC(=O)C1=C(C)Nc2ccccc2N=C1NC(=O)/C=C/c1ccc(OC)cc1OC	3	-3%	-1	2%	14	-18%	6%	-1%	0%	2%	2%
O=C(CN1CCc2ccccc21)NN1CC(=O)N(c2ccc(Cl)cc2)CC1=O	-2	-3%	0	6%	-27	-2%	-1%	-1%	26%	-1%	-1%
CC1CC(C)CN(S(=O)(=O)c2ccc(NC(=O)CN3C(=O)NC(C)(c4ccccc4)C3=O)cc2)C1 (stereo not given)	4	17%	-1	-4%	0	4%	nt	-1%	nt	0%	0%
CCCCCCSc1ccc([C@H]2N[C@@](C)(C(=O)OC)[C@H]3C(=O)N(CC)C(=O)[C@@H]23)cc1	-20	6%	nt	16%	10	?	nt	-6%	nt	3%	-3%
CC(C(=O)O)N1C(=O)c2ccccc2C1=O (stereo not given)	-1	4%	1	-4%	-6	0%	-30%	1%	-1%	-3%	4%
COc1ccc(NC(C#N)c2ccc(OC)cc2)cc1 (stereo not given)	-5	-6%	1	5%	-17	3µM*	-3%	?	-2%	-1%	0%
N#Cc1ccc(S(=O)(=O)N2CCN(c3ncccn3)CC2)cc1	13	-7%	-6	0%	-6	-2%	16%	0%	-5%	4%	-7%
COc1ccc(/C=C/C(=O)C2(O)CCCCC2)cc1OC	1	-15%	0	-2%	-4	-3%	-38%	0%	7%	1%	1%
O=C(CCN1Cc2ccccc2C1)c1ccc2c(c1)OCCO2	1	-24%	0	4%	-1	?	13µM*	0%	16µM*	-1%	-5%
COCCn1nnnc1C(c1cc2cc(OC)ccc2[nH]c1=O)N1CCC(Cc2ccccc2)CC1 (stereo not given)	-9	-17%	-12	?	-5	2%	0%	-11%	-7%	0%	-11%
CN(C)S(=O)(=O)N(CCN1CCOCC1)Cc1ccccc1F	-22	1%	1	-4%	7	0%	30%	-9%	1%	0%	9%
O=C(Cc1cccc(C(F)(F)F)c1)NCc1ccc(Cl)cc1	-16	1%	-2	-11%	4	3%	30%[10 µM]	0%	-13%	-3%	-7%
CCOC(=O)CN(Cc1sccc1C)C(=O)Nc1cccc(OC)c1	1	3%	0	1%	-1	?	?	10%	13%	-3%	-2%
CC(C)C[C@@H](NC(=O)C1CCC(CNC(=O)[C@H](Cc2ccccc2)NC(=O)OC(C)(C)C)CC1)C(=O)O (stereo not given in full)	1	4%	1	-7%	-11	1%	-9%	1%	5%	-7%	1%
CS(=O)(=O)N(CC(=O)N1CCCC1)c1ccc2c(c1)OCCO2	-5	nt	3	4%	-5	0%	7%	1%	-5%	0%	1%
COc1ccc(NC(=O)C(=O)c2cn(CC(=O)N3CCCC3)c3ccccc23)cc1	21	-59%	nt	-10%	7	12µM*	19%	?	22%	-16%	-21%
CCOc1ccc(NC(=O)C2C3C=CC4(CN(C(C(=O)OC)C(C)C)C(=O)C24)O3)cc1 (stereo not given)	21	?	1	0%	3	0%	-17%	-1%	2%	1%	-12%
C/C(=N\Nc1ncc(Cl)cc1Cl)c1ccc(C#N)cc1	2	4%	0	-5%	-4	3%	?	0%	1%	-5%	-5%
O=C(Cc1cccs1)Nc1cccnc1	15	5%	0	-5%	15	0%	-7%	-2%	-5%	8%	-5%
Cn1ncc2c(N3CCN(c4ccccc4F)CC3)ncnc21	-11	nt	1	2%	3	-6%&1%	0%	-8%	3%	1%	-3%
CCN1CC(CN(C)Cc2nc(-c3ccc(Cl)cc3)no2)CC1=O (stereo not given)	11	-26%	0	-4%	-4	0%	-1%	-3%	10µM*	1%	-9%
COCc1c(C(=O)N(C)Cc2ccccc2N2CCCC2)oc2ccccc12	4	-8%	nt	0%	5	-5%	nt	-4%	nt	-8%	0%
O=C(N[C@@H](Cc1ccccc1)C(=O)OCc1ccccc1)c1nc[nH]c1C(=O)NC1CCNCC1	4	8%	nt	-6%	10	-1%	nt	-1%	nt	-5%	0%
CC(c1ccccc1)C1CC(=O)N(c2cc(Cl)ccn2)C1=O (stereo not given)	-12	3%	4	1%	-13	-2%	14%	1%	-6%	-2%	-1%

At a glance, seven of the compounds above.
mol	Giardia killer	uPA surface inh	Coupling enz	Tb PFK inh	KCNH2 3.1 block	FLuc modulator	RORgamma inh	ELG1 genotoxic	VP16 counter	NPC1 promoter act	Rab9 prom act
C/C(=N\Nc1ncc(Cl)cc1Cl)c1ccc(C#N)cc1	2	4%	0	-5%	-4	3%	?	0%	1%	-5%	-5%
O=C(Cc1cccs1)Nc1cccnc1	15	5%	0	-5%	15	0%	-7%	-2%	-5%	8%	-5%
Cn1ncc2c(N3CCN(c4ccccc4F)CC3)ncnc21	-11	nt	1	2%	3	-6%&1%	0%	-8%	3%	1%	-3%
CCN1CC(CN(C)Cc2nc(-c3ccc(Cl)cc3)no2)CC1=O (stereo not given)	11	-26%	0	-4%	-4	0%	-1%	-3%	10µM*	1%	-9%
COCc1c(C(=O)N(C)Cc2ccccc2N2CCCC2)oc2ccccc12	4	-8%	nt	0%	5	-5%	nt	-4%	nt	-8%	0%
O=C(N[C@@H](Cc1ccccc1)C(=O)OCc1ccccc1)c1nc[nH]c1C(=O)NC1CCNCC1	4	8%	nt	-6%	10	-1%	nt	-1%	nt	-5%	0%
CC(c1ccccc1)C1CC(=O)N(c2cc(Cl)ccn2)C1=O (stereo not given)	-12	3%	4	1%	-13	-2%	14%	1%	-6%	-2%	-1%
